# CIT2 TOR yeast – modulators of TOR pathway CIT2-GFP in S. cerevisiae; S. cerevisiae CIT2-GFP strain, flow cytometry, 3 h; 100 means same as DMSO wells; hit rate 0.065% among 320,000; GFP response vs DMSO, % at 10 µM; AID 2029;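 active means GFP response relative to DMSO above a set limit, near the screen mean plus 3 SD, cut at about 150% in these data; inconclusive means Fewer than 70 cells measured for a yeast strain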;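 further: ratio of well median GFP fluorescence to mean of DMSO wells on the plate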
# VLA-4 inh – inhibition in a human VLA-4 binding assay; AID 2557; VLA-4 expressing cells, ligand binding flow cytometry; inhibition, % (about 7 µM as worked out from the volumes in the protocol); hit rate 0.2% among 330,000; in the data active means inhibition above about 50%
# Target sequence (P13612 whole entry, looked up): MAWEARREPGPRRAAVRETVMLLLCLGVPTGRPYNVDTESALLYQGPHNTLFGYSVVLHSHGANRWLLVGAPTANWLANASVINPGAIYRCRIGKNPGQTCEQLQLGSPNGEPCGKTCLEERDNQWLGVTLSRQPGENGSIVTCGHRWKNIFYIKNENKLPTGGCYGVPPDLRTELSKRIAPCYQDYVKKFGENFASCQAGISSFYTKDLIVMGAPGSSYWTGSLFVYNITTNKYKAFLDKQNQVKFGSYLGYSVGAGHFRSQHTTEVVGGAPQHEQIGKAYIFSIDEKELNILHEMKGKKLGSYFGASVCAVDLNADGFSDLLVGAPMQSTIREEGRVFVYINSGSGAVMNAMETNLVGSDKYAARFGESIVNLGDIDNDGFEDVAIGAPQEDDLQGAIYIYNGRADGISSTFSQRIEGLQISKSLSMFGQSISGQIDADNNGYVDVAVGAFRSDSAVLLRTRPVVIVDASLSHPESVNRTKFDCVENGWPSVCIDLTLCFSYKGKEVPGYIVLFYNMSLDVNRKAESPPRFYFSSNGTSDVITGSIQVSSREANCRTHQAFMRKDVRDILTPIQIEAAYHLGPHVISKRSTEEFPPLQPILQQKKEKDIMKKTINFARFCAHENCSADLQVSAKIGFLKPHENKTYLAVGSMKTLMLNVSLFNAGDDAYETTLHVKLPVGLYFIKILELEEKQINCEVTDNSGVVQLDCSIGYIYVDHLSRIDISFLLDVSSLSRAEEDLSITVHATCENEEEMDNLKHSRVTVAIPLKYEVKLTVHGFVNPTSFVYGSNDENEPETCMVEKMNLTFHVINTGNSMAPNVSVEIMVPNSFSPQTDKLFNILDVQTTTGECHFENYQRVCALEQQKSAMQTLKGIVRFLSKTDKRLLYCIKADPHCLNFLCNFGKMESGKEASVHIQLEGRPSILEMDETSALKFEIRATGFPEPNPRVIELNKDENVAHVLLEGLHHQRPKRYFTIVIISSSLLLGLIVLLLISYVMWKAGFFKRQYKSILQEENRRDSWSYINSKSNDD
# GLD-1 TGE inh – GLD-1-TGE RNA interaction inhibition (C. elegans). Q17339. AID 2280. purified GLD-1 + fluorescein TGE RNA, fluorescence polarization. hit rate 0.44% among 320,000. inhibition, % at 5.96 µM;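 active means percent inhibition above a per-plate cutoff, the plate mean of test compounds plus 3 SD, cut at about 30% in these data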;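 further: 0% = DMSO wells with GLD-1 and probe and 100% = wells lacking GLD-1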
# AGP1-GFP MLPCN – alters AGP1-GFP fluorescence in TOR pathway yeast screen; S. cerevisiae AGP1-GFP multiplex flow cytometry, 3 h; GFP as percent of DMSO wells; AID 2066; hit rate 0.02% among 320,000; GFP response vs DMSO, % at 10 µM;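 active means GFP response relative to DMSO above a set limit, near screen average plus 3 SD, cut at about 150% in these data; inconclusive means fewer than 70 cells counted for the yeast strain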;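 further: median GFP channel fluorescence of the gated AGP1 strain per well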
# GRK2 inh – blocks RNA aptamer binding to human GRK2. bead flow cytometry, FAM-aptamer displacement from GRK2. inhibition of aptamer binding, % at 10 µM. hit rate 0.59% among 330,000;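 active means inhibition of aptamer binding above 40%, roughly 3 SD of noise, on plates passing a quality check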;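 further: median bead fluorescence of bound FAM aptamer so fluorescent compounds give negative values; no value below 0 was filed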
# MEX-5 binding – C. elegans MEX-5 TCR-2 RNA binding activity; Q9XUB2; hit rate 0.38% among 300,000; MEX-5/FITC-TCR2 RNA binding, fluorescence polarization; stronger effect = lower value; activity score (negative = inhibition of binding), % at 10 µM; AID 1832;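 active means inhibition past about -25% in most replicates, and total fluorescence under double the plate's negative control median, limit read from the data; inconclusive means replicates evenly split on the limit, or fluorescence at least double controls; inactive means too little inhibition in most replicates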;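 further: 0% = DMSO and -100% = 5 µM competing unlabeled TCR2 RNA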
# Bcl-xL primary – blocks human Bcl-xL binding to Bim BH3 peptide | Q07817 | GST-Bcl-xL / FITC-Bim BH3 peptide fluorescence polarization | inhibition, % at 10.9 µM | hit rate 0.7% among 320,000 | AID 2129;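 active means inhibition above the mean of all tested compounds plus 3 SD, cutoff set per campaign, cut at about 30% in these data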;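 further: 0% = DMSO wells and 100% = unlabeled Bim-BH3 peptide competitor; inhibitors lower millipolarization by displacing the labeled peptide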
# MCL1-BIM inh – inhibitors of human MCL1 binding to BIM-BH3 peptide | Q07820 | GST-MCL1 / FITC-Bim-BH3 fluorescence polarization | inhibition, % at 10.9 µM | hit rate 0.68% among 320,000 | AID 2057;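 active means inhibition above the mean inhibition of all tested compounds plus 3 SD, set per campaign, cut at about 40% in these data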;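 further: 0% = DMSO wells and 100% = unlabeled Bim-BH3 peptide control; higher means more loss of mP so more displacement of Bim peptide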
# Fam108B counter – blocks mouse Fam108B hydrolase in RBBP9 counter-screen; AID 1947; hit rate 0.33% among 300,000; inhibition, % at 9.51 µM; recombinant Fam108B, FP-Rh probe fluorescence polarization;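 active means inhibition above the screen mean inhibition plus 3 SD, computed separately per campaign, cut at about 18% in these data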;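 further: inhibitors lower polarization as less probe binds the enzyme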
# Starred values were filed as active, the others as inactive; ? = inconclusive; · = no result given.
canonical_smiles	CIT2 TOR yeast	VLA-4 inh	GLD-1 TGE inh	AGP1-GFP MLPCN	GRK2 inh	MEX-5 binding	Bcl-xL primary	MCL1-BIM inh	Fam108B counter
CCCCN(C)C1CCN(C(=S)Nc2ccc(OCC)cc2)CC1	92	2	-4	101	0	-1.1	5	6	2
COc1ccc(OC)c(NC(=O)CN2CCC(NC(=O)c3ccccc3C)CC2)c1	109	-7	6	105	1	-3.2	5	-5	5
COc1ccc(OCC(O)CN2CCC(CN3C(=O)c4cccc5cccc(c45)C3=O)CC2)cc1 (stereo unspecified)	105	-20	-4	106	2	-3.2	3	7	-3
COc1ccc(C(=O)NC(=S)Nc2ccc(S(N)(=O)=O)cc2)cc1	106	-7	-14	106	0	0.5	2	2	-1
Cn1nc([N+](=O)[O-])nc1N1CCN(c2ccc(F)cc2)CC1	102	3	0	102	1	-0.7	-4	-8	5
CCCC(=O)Nc1nnc(SCC(=O)Nc2ccc3c(c2)OCO3)s1	107	-20	2	104	1	0.6	7	3	0
CCn1c(COc2ccccc2Cl)nnc1SCC(=O)Nc1ncccc1C	99	24	3	96	4	0.9	-3	-11	-1
O=C(Nc1ccc(C(=O)NN2C(=O)c3ccccc3C2=O)cc1)c1ccccc1	103	6	0	107	0	-0.4	4	-2	-2
C=CCNC(=S)NNc1nc2c(c(=O)[nH]1)C1(CCCC1)Cc1ccccc1-2	100	18	6	102	0	2.5	15	16	2
CC(NCC(=O)Nc1cc(S(=O)(=O)N2CCOCC2)ccc1N1CCOCC1)c1ccco1 (stereo unspecified)	96	-8	-4	107	3	·	0	0	·
COC(=O)CSc1nnc2n(C3CCCCC3)c(=O)c3c4c(sc3n12)CCCC4	89	-2	-2	91	0	2.8	4	0	4
COc1cccc(CN2CCN(CCCc3ccccc3)C(CCO)C2)c1O (stereo unspecified)	91	0	4	126	1	-3.3	3	0	-4
COc1cc(NC(=O)c2cccc(Cl)c2)c(OC)cc1NC(=O)CN1CCCCC1	97	1	2	109	4	0.4	4	11	6
CCN(CC)S(=O)(=O)c1cc(F)ccc1OC	93	14	2	·	0	·	1	5	3
COc1cc(/C=N/n2nnnc2N)ccc1OCc1c(C)no[n+]1[O-]	103	5	-5	107	4	1.4	4	1	2
CCOC(=O)N1CCC(Nc2c(NCCCN3CCN(C4CCCCC4)CC3)c(=O)c2=O)CC1	104	7	-2	101	0	-0.5	-5	-14	-2
O=C(c1cnn2c(C(F)F)cc(-c3ccccc3)nc12)N1CCOCC1	100	16	3	105	0	-0.7	6	5	0
O=c1nc(-c2ccccc2)c2ccccc2[nH]1	103	0	-1	105	0	-2.2	5	3	6
COc1ccc(/C=N/NC(=O)c2cccnc2)cc1CN1CCCc2ccccc21	96	-8	8	106	0	-1.2	-1	1	17
CSc1ccc(/C=N/n2c(COc3ccccc3)n[nH]c2=S)cc1	95	9	-1	94	1	1.9	-2	-14	1
COc1ccc(-c2cc(N3C(=O)Nc4ccccc4N3O)n[nH]2)cc1	105	-158	-5	101	0	0.8	1	-1	0
Cc1ccc(NC(=O)CSc2nc3ccccc3c3nc4ccccc4n23)cc1	96	-14	5	105	0	-1.3	0	0	-11
O=C1N2CCSC2=NC1(NS(=O)(=O)c1ccccc1)C(F)(F)F (stereo unspecified)	111	-7	-2	105	2	0.1	4	0	-2
CCOc1ccc(Nc2nc(NCCN3CCOCC3)nc(OC)n2)cc1	91	1	7	104	0	0.2	5	-1	1
COc1cc(O)oc1C=Nc1ccc(Cl)cc1	113	12	2	111	0	0.9	12	-1	2
Cc1cc(OCC(=O)NNC(=S)NC(=O)c2cccs2)ccc1Cl	97	-6	·	93	3	·	·	·	·
CCOC(=O)Cn1nc(C(F)F)c(Br)c1C	93	-19	-1	91	1	1.6	-7	-4	-2
Cc1ccc(NC(=O)CSc2nnc(-c3cccnc3)o2)c(C)c1	99	9	13	101	2	2.4	3	1	-1
O=C(/C=C/c1ccccc1)N1CCOCC1	112	13	5	100	0	0.9	9	7	1
COc1ccc(-c2ccc(-c3nc4ccc(C)cn4c3NC3CCCCC3)cc2OC)cc1	77	-52	9	81	2	0.9	6	15	6
COc1ccc(OCCSc2nc(N)cc(N)n2)cc1	99	-5	4	101	0	1.1	-3	-4	0
COc1cc(C(=O)N2CCCC(c3nc(-c4cccs4)no3)C2)cc(OC)c1OC (stereo unspecified)	102	0	3	100	0	-1.0	2	1	-2
Cc1cc(C)cc(NC(=S)N2CC(C)OC(C)C2)c1 (stereo unspecified)	97	20	·	98	4	·	·	·	·
COc1ccc(NCC(=O)N/N=C/C=C/c2ccccc2[N+](=O)[O-])cc1	93	5	5	100	4	0.3	0	0	4
Cn1c2ccccc2c(=O)c2cc(C#Cc3ccc(N)cc3)ccc21	97	3	2	102	15	-1.5	5	4	12
CCN(CC)c1ccc(/C=N/NC(=O)c2ccc3nc[nH]c3c2)c(O)c1	98	15	6	102	·	-16	5	7	22*
COc1ccc(NC(=O)C2CCCN(S(C)(=O)=O)C2)cc1OC (stereo unspecified)	98	15	1	95	1	-1.0	2	0	-3
Cc1cc2ccccc2nc1Br	100	-3	2	98	2	0.7	3	-2	3
CCOC(=O)C(Cc1ccccc1)NC(=O)CCc1c(C)nc2nc(C)nn2c1C (stereo unspecified)	100	13	3	95	0	0.4	1	4	2
CCn1c(SCC(=O)NC(C)c2ccccc2)nc2ccccc21 (stereo unspecified)	97	6	2	100	0	-1.7	-2	2	0
COc1cccc(C(=O)N2CCN(C3CCCCC3)CC2)c1	103	-6	·	98	0	-0.3	·	·	·
Cc1ccc(CN2CC34C=CC(O3)C(C(=O)NCc3ccco3)C4C2=O)cc1 (stereo unspecified)	102	23	5	110	1	0.0	6	7	-4
COc1cc(CCC(=O)NCc2ccc(F)cc2)cc(OC)c1OC	95	28	1	104	35	-0.4	8	7	2
COC(=O)c1sccc1NC(=O)Nc1ccc(OC)cc1	90	14	·	?	0	-1.9	·	·	·
CC(=O)C1=C(C)NC(=O)CC1c1ccc(F)cc1 (stereo unspecified)	94	5	4	99	0	1.9	2	1	-4
CCn1cc(C(=O)O)c(=O)c2cc(F)c(N3CCN(C)CC3)cc21	101	-37	5	109	0	-3.8	4	10	0
C/C(=N\NC(=O)CC1N=C(Cc2ccccc2)NNC1=O)c1ccc(C)cc1 (stereo unspecified)	96	-4	6	·	0	1.2	1	5	-3
O=C(COC(=O)Cc1c(F)cccc1Cl)NC(=O)c1ccccc1	91	4	6	85	5	0.3	-1	-5	2
Cc1ccccc1Nc1c(-c2ccccc2)nc2ncccn12	98	6	-7	104	7	-1.4	5	-3	0
Cn1ccnc1SCc1cn2ccccc2n1	101	-4	3	98	2	6.4	5	4	2
CC1CN(S(=O)(=O)c2ccc(Cl)c(S(=O)(=O)N3CC(C)OC(C)C3)c2)CC(C)O1 (stereo unspecified)	·	13	-1	99	0	0.8	6	-1	2
CS(=O)(=O)Nc1ccccc1C(=O)OCC(=O)NCc1cccs1	86	-1	-3	100	0	·	·	·	·
COC(Cc1ccccc1N1CCCC1=O)OC	90	-9	2	83	1	0.0	4	14	2
O=C(CNC(=O)c1ccc(Br)cc1)OCC(=O)c1ccccc1	98	-7	·	85	0	-0.9	·	·	·
CCOc1cc(C(=O)N2CCC(CC3CC(c4ccc(Cl)cc4)=NO3)(C(=O)NCC3CCCCC3)CC2)cc(OCC)c1OCC (stereo unspecified)	64	7	6	67	3	1.1	7	10	-6
c1ccc2c(C[n+]3csc4ccccc43)cccc2c1	108	-18	-3	110	0	0.3	6	6	-5
COc1ccc(S(=O)(=O)N(C)C[C@@H]2Oc3c(NS(C)(=O)=O)cccc3C(=O)N([C@@H](C)CO)C[C@H]2C)cc1	94	27	8	92	0	·	·	·	·
CCOC(=O)c1nn(-c2ccccc2)c(=O)cc1SC(C)C	89	3	3	97	0	·	2	6	2
Cc1cccc2cc(COC(=O)c3cccc([N+](=O)[O-])c3)c(=O)[nH]c12	?	-3	2	?	0	1.2	2	5	2
Nc1cc(=O)[nH]c(SCC(=O)Nc2ccc(F)c(Cl)c2)n1	·	13	0	104	1	0.8	2	0	-7

# Carrying on.
canonical_smiles	CIT2 TOR yeast	VLA-4 inh	GLD-1 TGE inh	AGP1-GFP MLPCN	GRK2 inh	MEX-5 binding	Bcl-xL primary	MCL1-BIM inh	Fam108B counter
Cc1ccccc1Nc1nc(N)nc(COC(=O)c2ccccc2)n1	92	9	1	89	1	2.2	1	7	0
CCCSC1=C(C#N)C(c2ccc(O)c(OC)c2)CC(=O)N1 (stereo unspecified)	101	-10	5	107	0	-0.5	6	4	-2
C/C(=N\NS(=O)(=O)c1ccc(C)cc1)c1cc2ccccc2oc1=O	103	2	7	92	1	-1.8	6	2	2
CCO[C@H]1OC(C(=O)NC2CC2)=C[C@@H](c2ccc(C(F)(F)F)cc2)[C@@H]1CCCO	120	24	2	95	1	0.9	4	0	5
CCS(=O)(=O)N1CCN(C(=O)CCC2CCCC2)CC1	108	-12	2	106	5	0.9	5	1	5
CCC(C)Sc1ccc([C@@H]2[C@@H]3C(=O)N(CC)C(=O)[C@@H]3[C@]3(C(=O)OC)CCCCN23)cc1 (stereo partly specified)	100	16	7	106	7	·	·	·	·
c1ccc2c(c1)CCCc1cc(NCCN3CCOCC3)nnc1-2	77	8	0	91	0	·	6	2	-2
Cc1ccc(NC(=O)COc2ccc(/C=C3/SC(=Nc4ccccc4)N(Cc4cccnc4)C3=O)cc2)cc1	89	-24	-8	93	0	-60*	-10	-14	-11
CC(C)N1C(=O)CC2(CC[N+](C)(CCOC(=O)C(c3ccccc3)c3ccccc3)CC2)C1=O (stereo unspecified)	103	4	2	93	0	-0.1	-7	-18	0
CCN1C(=O)CCC(C(=O)O)C1c1ccc(OC)cc1 (stereo unspecified)	102	2	3	105	4	2.4	-1	-1	-5
COc1ccc(S(=O)(=O)NCC(=O)Nc2ccc3c(c2)OCCO3)cc1OC	101	41	10	104	2	3.0	6	-3	4
O=C(Nc1ccccc1-c1nc2ccccc2s1)c1ccc(Br)o1	104	20	1	102	0	-0.9	1	-1	-3
Cc1ccccc1CN(C)CC(=O)Nc1cccc(S(=O)(=O)N(C)c2ccccc2)c1	107	6	9	84	2	1.5	-4	-2	1
COc1ccccc1/C=C\C(=O)NCC(=O)N/N=C/c1cccc(OC)c1O	104	21	-3	106	0	2.4	10	14	-4
CCn1c(SC(C)C)nnc1-c1c[nH]c2ccccc12	102	-6	-5	108	1	0.8	-4	-12	-2
O=C(Nc1cccnc1)C(Cc1ccccc1)n1cccc1 (stereo unspecified)	93	6	3	91	0	-0.7	0	-1	3
Cn1nc(C(=O)Nc2ccccc2N2CCCC2)c2ccccc2c1=O	108	-19	2	92	1	1.9	5	2	1
O=C(Cc1cnc2ncnn2c1)N1CCc2c([nH]c3ccccc23)C1c1ccccc1F (stereo unspecified)	102	-18	-4	110	0	4.9	5	-5	0
O=C(Nc1nnc(S(=O)(=O)N2CCCCC2)s1)c1cccc(Br)c1	104	-2	1	101	3	0.2	-2	14	-5
S=C1NCCc2ccc(Cl)cc2C1c1ccccc1 (stereo unspecified)	93	7	8	95	0	·	1	10	-6

# Not a hit list (roughly 2.2% active in at least one column).
